Bioassay records as filed in PubChem.
HTR2A ag: mouse Htr2a agonists via beta-arrestin recruitment, primary screen, cell-based, luminescence. CHO-K1 mHTR2A beta-arrestin complementation; percent of 30 µM serotonin response. activation, % at 7.6 µM. 360,000 tested, 0.66% active. AID 624169, 2012;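 active = activation above a run cutoff, the mean activation of all tested compounds plus 3 SD, cut at about 14% in these data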;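 also: 0% = plate median of compound wells and 100% = 30 µM serotonin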
Target sequence (P35363 whole entry, looked up): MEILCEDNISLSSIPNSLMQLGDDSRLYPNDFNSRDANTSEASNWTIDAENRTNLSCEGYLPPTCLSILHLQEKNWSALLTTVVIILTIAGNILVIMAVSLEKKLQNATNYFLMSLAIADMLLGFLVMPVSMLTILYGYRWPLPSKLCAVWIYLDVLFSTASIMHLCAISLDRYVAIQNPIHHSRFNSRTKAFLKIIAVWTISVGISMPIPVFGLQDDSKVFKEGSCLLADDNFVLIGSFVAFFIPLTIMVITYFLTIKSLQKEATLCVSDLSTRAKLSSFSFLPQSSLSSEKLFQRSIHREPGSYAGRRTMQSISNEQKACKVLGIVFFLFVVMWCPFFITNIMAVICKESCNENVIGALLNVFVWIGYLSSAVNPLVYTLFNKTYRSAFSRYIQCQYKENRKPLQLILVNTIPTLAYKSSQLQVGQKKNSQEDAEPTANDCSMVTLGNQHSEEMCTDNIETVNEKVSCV
PDI inh: inhibitors of human PDI, primary screen, biochemical, turbidity, single point, plate reader; PDI insulin aggregation turbidity, A650, 90 min; inhibition, % at 10 µM; 350,000 tested, 0.052% active; AID 588391, 2011;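 active = mean inhibition across replicates of 30% or more, whatever share of single replicates reach that level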;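 also: absorbance from insulin aggregation driven by PDI reduction with DTT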
Target sequence (P07237 whole entry, looked up): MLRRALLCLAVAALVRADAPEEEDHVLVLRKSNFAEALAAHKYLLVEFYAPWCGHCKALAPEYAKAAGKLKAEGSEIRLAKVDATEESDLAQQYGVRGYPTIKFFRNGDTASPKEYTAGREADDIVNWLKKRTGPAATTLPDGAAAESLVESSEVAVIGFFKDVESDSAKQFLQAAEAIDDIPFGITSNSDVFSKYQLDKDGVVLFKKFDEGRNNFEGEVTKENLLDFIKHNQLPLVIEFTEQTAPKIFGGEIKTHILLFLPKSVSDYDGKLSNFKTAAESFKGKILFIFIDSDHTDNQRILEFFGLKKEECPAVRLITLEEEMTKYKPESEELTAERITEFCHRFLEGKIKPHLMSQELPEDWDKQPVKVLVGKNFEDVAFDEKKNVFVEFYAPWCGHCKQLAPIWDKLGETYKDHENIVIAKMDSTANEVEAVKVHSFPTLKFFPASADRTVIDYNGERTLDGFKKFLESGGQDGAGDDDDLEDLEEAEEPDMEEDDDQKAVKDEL
Exocytosis inh: LAMP-1 surface exposure blockers, TALL-104 cells – cell-based, flow cytometry, MLPCN library, primary screen; TALL-104 LAMP-1 surface exposure; cells stimulated with thapsigargin and PMA; inhibition, % at 10 µM; 360,000 tested, 0.66% active; AID 651702, 2012;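 active = inhibition above about 55%, limit read from the data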
iPSC survival up: enhancers of single-cell hiPSC survival, primary screen, ATPlite luminescence. survival enhancement, % at 20 µM. 100% = ROCK inhibitor wells, 0% = DMSO. 360,000 tested, 0.044% active; in the data active = survival enhancement above about 18%;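 also: cells exposed to compounds for 16 hours before the ATP read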
ABCB6 inh 2: ABCB6 transporter inhibitors, primary screen, K562-ABCB6 cells, flow cytometry, MLPCN library | K562-ABCB6 porphyrin accumulation, 1 h; stronger effect = lower value | fluorescence ratio to DMSO, % at 10 µM | 360,000 tested, 0.19% active | AID 602162, 2011;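 active = fluorescence ratio to DMSO below 75%, the collection mean minus 3 SD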;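 also: signal is porphyrin accumulated inside mitochondria; 100% equals median channel fluorescence of DMSO control wells; lower ratio means ABCB6 inhibition with less porphyrin fluorescence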
aDG glyco up: activators of alpha-DG glycosylation, primary screen, uHTS, Pro5-aDG cells, AlphaScreen; alpha-DG glycosylation AlphaScreen (IIH6); 0% Pro5, 100% B10-LARGE cell signal; activation, % at 10 µM; 360,000 tested, 0.22% active; AID 624168, 2012;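 active = activation of at least 8% versus controls, or a plate z-score of at least 8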;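 also: Pro5 are CHO cells carrying HIG-tagged alpha-DG that lacks glycosylation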
Glyco luc inh: increase of ERlucT glycosylation luciferase signal, primary screen, N-linked glycosylation inhibitor project, D54 ERlucT cells, luminescence, set 2; D54 ERlucT glycosylation luciferase reporter, 24 h; percent of 100 nM tunicamycin response; reporter increase, % at 12.5 µM; 360,000 tested, 0.23% active;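 active = mean luciferase reporter signal, scaled so untreated is 0 and the glycosylation-blocking control 100, at or above a set limit in every replicate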;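 also: luciferase carries N-glycosylation sites so blocking glycosylation raises the light; 0% = median of neutral control wells and 100% = median of 100 nM tunicamycin wells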
H9c2 protect: cardioprotection against H2O2-induced cell death, primary screen, uHTS, H9c2 cells, ATPLite luminescence. H9c2 cardiomyocytes, H2O2 injury protection, 2 h. 360,000 tested, 0.63% active. protection from H2O2 cell death, % at 20 µM. AID 588492, 2011;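 active = compounds giving at least 50% protection of heart cells from peroxide-induced death in the single-dose screen, raw or plate-pattern-corrected value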;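 also: 0% = DMSO wells with peroxide and 100% = DMSO wells without peroxide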
CaV13 ICDI inh: Primary screen for inhibitors of IQ motif and Ca2+-dependent inactivation inhibitor domain binding in CACNA1D, Förster resonance energy transfer in living cells, …. HEK cells, CFP/YFP FRET ICDI-IQ, plate reader, 10 min; percent FRET-ratio fall versus neutral wells. inhibition, % at 12.3 µM. 340,000 tested, 0.098% active;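 active = mean replicate inhibition of at least 30% and at least 1% of replicates passing that level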;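 also: 0% = median of the neutral control wells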
Vif inh: HIV Vif self-association inhibitors, primary screen, imaging, HEK293T, single point; AID 602346, 2012; inhibition, % at 7.49 µM; 340,000 tested, 0.35% active; HEK293T cells, Vif self-association by quenched fluorescence, 24 h; in the data active = inhibition above about 50%, passing the limit was not always enough; also: some results filed as inactive read as strong as hits
Active calls of the source: *; i = inactive; . = no result given.

SMILES	HTR2A ag	PDI inh	Exocytosis inh	iPSC survival up	ABCB6 inh 2	aDG glyco up	Glyco luc inh	H9c2 protect	CaV13 ICDI inh	Vif inh
Cc1ccc(NC2=Nc3ccccc3N3C2=Nc2c(c(C)nn2-c2ccccc2)C3c2ccc(O)c(O)c2)cc1 (centres undefined)	0.9	2.5	11.1	-1.3	101.0	-0.9	-5.1	49.2	.	.
Cc1c(NC(=O)CSC2=C(C#N)C(c3ccccc3F)CC(=O)N2)c(=O)n(-c2ccccc2)n1C (centres undefined)	4.7	13.2	0.5	0.1	84.0	-0.2	-0.4	-6.9	0.0	-11.2
Cc1ccc(CS/C(Nc2ccccc2C)=C(\C#N)C(=O)NCc2ccco2)c(C)c1	-3.7	4.6	2.2	-0.7	93.0	-0.6	-3.7	-3.8	-4.9	-10.7
Cc1ccc2c(c1)nnn2C1CCN(CC(=O)c2ccc(Cl)cc2)CC1	-10.8	1.2	-0.5	-4.0	87.0	-0.1	-0.4	-0.1	-4.6	-2.0
O=C(C[n+]1ccc(-c2ccccc2)cc1)Nc1ccc([N+](=O)[O-])cc1	-7.8	-1.3	29.1	-0.1	97.0	-0.1	-0.8	1.7	-18.7	-4.2
O=C(O)c1ccccc1C(=O)NC1CCN(c2nccc(C(F)(F)F)n2)CC1	1.5	-8.6	-6.0	-0.9	97.0	-0.2	0.7	1.4	-20.0	25.8
COc1cc(/C(C)=N\NC(=O)CSc2nc3ccccc3n2C)ccc1O	1.3	6.7	5.6	0.2	94.0	0.9	-0.4	5.8	-7.5	-0.3
O=C(C[C@H]1C(=O)N(c2ccc(Br)cc2)C[C@@H]1Cc1ccccc1)Nc1ccccc1	0.6	3.6	-4.7	-2.0	98.0	0.0	1.1	-9.7	-0.9	.
CCOc1ccc(C2C(C(=O)c3ccco3)=C(O)C(=O)N2Cc2cccnc2)cc1OC (centres undefined)	3.1	-4.9	-3.4	-2.2	99.0	-0.1	0.9	-5.0	-6.4	6.2
O=C(NNC(=O)c1cc2cc(OC(F)(F)F)ccc2[nH]1)c1ccc(Cl)cc1	-3.6	-7.6	2.3	1.8	99.0	0.2	4.8	-2.6	-17.3	-7.0
CN(Cc1ccccc1)C(=O)Cc1ccccc1	13.8	4.8	-2.1	-0.1	99.0	0.0	-1.3	-1.3	-19.6	2.8
O=C(c1ccc([N+](=O)[O-])cc1)N1CCCC1	2.1	4.9	-3.0	-0.3	95.0	0.2	-0.6	1.5	-5.4	9.7
COc1cccc(C(=O)Nc2ccc(N3CCN(S(C)(=O)=O)CC3)cc2)c1	-4.1	-12.2	1.5	1.8	107.0	0.0	-2.1	-2.8	-11.6	-4.0
O=c1cc(-c2ccc(O)c(O)c2)oc2cc(O)c(C3OC(CO)C(O)C(O)C3O)c(O)c12 (centres undefined)	-3.1	.	-2.7	0.9	95.0	0.0	-0.4	-0.3	.	-20.0
COc1ccc(Cc2c(C(C)(C)C)nc3cc(C)c(Br)c(C)n23)c(C)c1	0.9	.	-7.3	-0.4	104.0	-0.1	.	.	-5.9	.
O=S1(=O)CCOC[C@H](c2ccccc2)N1Cc1cccc(Cl)c1	-1.1	-1.6	13.5	0.0	96.0	-0.1	-2.8	-9.4	-4.5	-4.2
COc1ccc(NC(=S)NC(NC(=O)/C=C/c2ccccc2)C(Cl)(Cl)Cl)cc1 (centres undefined)	5.6	-0.7	1.1	-1.7	88.0	0.8	12.6	-5.7	-9.3	-10.4
COC(Cn1cc(C)c(=O)[nH]c1=O)OC	1.4	-14.9	-1.6	0.6	103.0	1.0	2.5	-3.9	3.4	-3.6
O=c1cc[nH]c2c1ccc1c(=O)cc[nH]c12	1.5	9.5	1.7	-0.4	102.0	2.3	0.9	-0.3	-20.1	6.9
Cc1oc2ccc(OC(=O)N3CCOCC3)cc2c1C(=O)OC(C)C	-0.7	-0.9	4.5	-0.5	80.0	0.0	-1.8	3.3	-3.9	-15.9
COc1ccc(C(=O)NC2CCN(CC(=O)NCc3cccc(OC)c3)CC2)cc1	-3.0	8.4	-7.0	1.3	94.0	-0.1	1.2	0.0	-3.1	5.8
O=C(O)C1=CCNCC1	17.6*	-15.6	4.1	-2.0	97.0	-0.2	-1.2	2.7	-4.0	-7.8
COCCNC(=O)C(C)OC(=O)C1=Cc2ccccc2OC1 (centres undefined)	1.4	10.8	3.1	1.9	97.0	0.3	1.1	16.0	-6.4	-8.8
COc1ccc(C(=O)C[n+]2ccc(C)cc2)cc1	-0.2	2.3	0.3	-0.9	96.0	-0.1	2.2	8.0	-5.3	23.6
C#CCOc1ccc(/C=C2/C(=O)ON=C2C)cc1OCC	-1.8	-3.2	-12.5	-0.6	97.0	0.0	6.1	0.2	-19.0	6.8
CC(=O)Oc1cccc(/C=C2\C=C(c3ccc(C)cc3)OC2=O)c1	-3.7	-0.4	2.5	-0.7	101.0	-0.2	-1.2	-0.7	-7.1	-2.6
O=C(CSc1ncnc2c1nnn2Cc1ccccc1F)NCC1CCCO1 (centres undefined)	-6.2	-2.8	4.4	-0.3	103.0	0.0	-0.2	11.6	-4.0	3.2
O=C(C1CC(=O)N(c2ccc(Cl)cc2)C1)N1CCOCC1 (centres undefined)	13.7	6.1	-9.3	-0.6	86.0	-0.2	1.8	-5.2	-3.3	12.9
CCc1ccccc1NC(=O)CSc1nnc(-c2cc(C)[nH]n2)n1N	-1.3	-7.5	8.9	-0.4	105.0	-0.1	1.9	3.6	-5.1	14.9
COc1cccc(C(C(=O)NC(C)(C)C)N(C(=O)CCC(=O)Nc2cc(C)on2)C(C)(C)C)c1OC (centres undefined)	1.6	9.8	-2.8	-2.6	105.0	0.1	1.0	-0.4	-4.3	60.7
CC(=O)Nc1ccc(S(=O)(=O)Nc2ccc(=O)n(Cc3ccc(Cl)c(Cl)c3)c2)cc1	-5.4	-1.1	29.4	-1.7	99.0	-0.3	-0.8	-2.1	-1.8	-15.5
COC(=O)[C@H](CCSC)NC(=O)Nc1cc(OC)cc(OC)c1	5.4	-9.4	-5.1	0.3	88.0	-0.1	1.6	3.2	-5.3	3.5
CCNC(=O)C1(C)CCN(C(=O)c2ccccc2F)C1 (centres undefined)	-3.2	-4.4	18.3	1.3	93.0	-0.2	2.9	-1.1	-5.0	7.0
Cc1ccccc1OCC(=O)OC(C)C(=O)NC1CCCC1 (centres undefined)	-9.4	8.1	-0.8	-0.3	90.0	-0.1	1.3	-3.3	-2.7	7.9
Cc1cc(C(=O)NNC(=O)C(C)NS(=O)(=O)c2ccccc2F)c(C)o1 (centres undefined)	0.8	-3.6	-0.9	-0.5	95.0	-0.3	2.5	3.9	-3.3	0.4
COc1cccc(-c2cnc3c(NC(C)=O)cc(-c4cc(OC)c(OC)c(OC)c4)cn23)c1	-2.3	-1.1	-1.2	-0.8	99.0	-0.4	0.7	57.2*	-12.0	22.6
COc1cccc(NC(=O)c2cccc(N3C(=O)C4C5C=CC(C5)C4C3=O)c2)c1 (centres undefined)	4.6	2.3	-3.6	0.9	100.0	0.1	0.0	1.4	-6.8	-1.4
COCCn1c(C)cc(C(=O)CSc2nc(C)nc3sc4c(c23)CCC4)c1C	-0.7	-6.5	-2.1	2.1	94.0	0.5	-10.5	-11.9	-8.5	.
COc1ccc(NC(=O)CSc2ccc3c(c2)OCCO3)cc1	4.9	1.5	-4.6	-1.4	95.0	-0.1	-1.5	-5.8	-6.3	3.4
Cc1c(C(=O)NCCCN2CCOCC2)sc2nc(-c3ccc(F)cc3)cn12	-5.8	6.3	-0.9	-1.9	103.0	0.3	-1.7	3.6	-8.6	-5.6
O=C(Nc1ccccc1)C1=C(N2CCOCC2)/C(=C/c2cccnc2)CC1	0.4	-6.9	-2.6	-0.8	105.0	0.1	3.0	15.8	-5.5	-1.1
COc1ccc(OC)c(CCNC(=O)c2cccc(NC(=O)C3=C(C)OCCS3)c2)c1	-3.7	-8.9	3.7	-0.3	97.0	2.5	-0.6	15.3	-2.6	-3.2
COc1ccc(N2CCN(C(=O)C3(S(=O)(=O)c4ccc(C)cc4)CC3)CC2)cc1	-4.1	3.7	6.6	-0.6	102.0	0.0	-2.0	-0.6	-3.8	-14.5
O=C(CSc1nc2ccccc2c(=O)[nH]1)N1CCN(c2ccccc2F)CC1	0.8	-8.9	-1.8	0.2	90.0	0.0	-1.6	32.7	-4.4	-11.9
CC(=O)OC(C)C1C2=C(C(=O)CC1(C)O)C(=O)c1c(ccc(-c3ccc4c(c3O)C(=O)C3=C(C4=O)C(C(C)OC(C)=O)C(C)(O)CC3=O)c1O)C2=O (centres undefined)	-3.4	-5.8	-8.1	-2.4	109.0	-0.9	-4.1	7.4	-2.3	-8.0
O=C(O)CCCNC(=O)c1ccccn1	6.9	0.9	-5.1	3.6	100.0	-0.1	3.5	6.0	-2.1	3.5
COc1cc(OC)cc(C(=O)Nc2nc(-c3ccccc3)c(-c3ccccc3)o2)c1	-0.4	3.6	6.3	-0.3	i	0.3	-2.5	3.4	-3.1	0.9
Cc1cc(C)nc(N/N=C/c2ccccc2OCc2ccc([N+](=O)[O-])cc2)n1	-3.9	-2.8	-0.4	0.5	88.0	0.6	-2.3	10.8	-4.6	-14.7
Cc1cc(C)nc(NCC(O)CNc2ccccc2C)n1 (centres undefined)	-0.6	-14.8	-3.9	-2.4	98.0	0.1	0.9	9.6	.	8.8
CCCCN1CC[C@H]2C=CC[C@@H](C(=O)NCCc3ccccc3)[C@H]2C1=O	-0.9	-2.0	-1.9	-1.5	96.0	0.3	0.1	-0.8	-11.5	-4.2
CCOCCCN(CCC#N)S(=O)(=O)c1ccc(S(=O)(=O)N2CCCC2)cc1	2.6	9.1	-0.6	0.5	95.0	0.1	1.8	-1.0	-11.6	-0.5
Cc1ccccc1N1CCN(C2CCCN(C(=O)CCN3CCCCC3=O)C2)CC1 (centres undefined)	-6.3	1.0	1.9	0.7	106.0	0.4	-1.9	0.1	-6.6	2.2
CC(=O)Nc1ccc(-c2nnn(CC(=O)c3ccc(F)cc3)n2)cc1Cl	-4.7	-7.4	-4.8	1.0	95.0	0.0	-2.1	5.1	-8.7	7.8

Taken from above:
Cc1oc2ccc(OC(=O)N3CCOCC3)cc2c1C(=O)OC(C)C @ PDI inh: -0.9
O=C(CSc1ncnc2c1nnn2Cc1ccccc1F)NCC1CCCO1 (centres undefined) @ aDG glyco up: 0.0
